# mcGAS lum = inhibitors of mouse cGAS | Q8C6L5 | recombinant cGAS, Kinase-Glo ATP depletion luminescence | inhibition, % at 12.5 µM | 160,000 tested, 0.15% active | AID 1259399;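 further: 0% = negative control wells and 100% = reference inhibitor with no enzyme activity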
# NPYLR7 ag = mosquito NPYLR7 agonism | HEK293T NPYLR7/Galpha15, GCaMP6s calcium fluorescence | activation, % at 10 µM | 270,000 tested, 0.15% active; in the data active means activation above about 40%;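 further: 0% = vehicle and 100% = reference agonist at the receptor; some compounds past the cut are filed as inactive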
# hcGAS inh = blocks human cGAS activity. Q8N884. recombinant h-cGAS, ATP depletion, Kinase-Glo luminescence. inhibition, % at 12.5 µM. 290,000 tested, 0.081% active;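 further: 0% = vehicle reaction and 100% = reaction without DNA for no activity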
# Target sequence (Q8N884 whole entry, looked up): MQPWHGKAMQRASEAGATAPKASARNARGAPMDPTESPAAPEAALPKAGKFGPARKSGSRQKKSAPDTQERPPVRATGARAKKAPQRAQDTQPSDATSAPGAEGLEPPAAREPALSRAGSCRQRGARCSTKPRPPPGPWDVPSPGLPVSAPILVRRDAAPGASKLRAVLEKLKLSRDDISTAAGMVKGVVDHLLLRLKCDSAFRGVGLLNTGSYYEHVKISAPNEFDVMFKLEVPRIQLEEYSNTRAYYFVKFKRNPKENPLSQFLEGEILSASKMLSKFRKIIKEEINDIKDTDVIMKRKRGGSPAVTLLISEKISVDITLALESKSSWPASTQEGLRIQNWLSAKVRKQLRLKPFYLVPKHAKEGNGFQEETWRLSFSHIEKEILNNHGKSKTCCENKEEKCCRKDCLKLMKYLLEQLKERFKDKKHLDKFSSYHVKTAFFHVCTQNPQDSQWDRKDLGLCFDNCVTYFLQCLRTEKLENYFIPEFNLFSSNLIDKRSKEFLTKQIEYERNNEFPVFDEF
# * = called active by the depositor; . = not tested or not shown; & = joins results of further samples. Unless noted, no stated cut-off is given here; in the data, active means inhibition above about 40%; inactive means the rest. No enrichment for hits. Share with any hit: about 0.26%.
# The first seven entries, to show the layout:
# Every second line gives: mcGAS lum | hcGAS inh | NPYLR7 ag
C1=CC2=CC=CC3c4nc5ccccc5nc4C(=C1)C23 (stereo not given)
  -5 | -6 | 2
CC1(C(=O)NCc2ccccc2CN2CCCC2=O)CCCCO1 (stereo not given)
  -19 | -3 | 1
COc1ccccc1C1SC(C)C(=O)N1CCN(C(=O)c1ccccc1Cl)C(C)C (stereo not given)
  -9 | -5 | -1
CCOc1ccc2ccccc2c1C(=O)N1CCC(c2ccccc2)CC1
  -3 | -7 | -1
COc1ccc(OC)c(-c2cnc(-c3ccc(CNC(=O)c4cccc(Cl)c4Cl)cc3)[nH]2)c1
  -6 | -3 | -6
CC(C)(C)NC(=O)COC(=O)Cc1c(F)cccc1Cl
  . | -8 | 3
COc1ccc(-c2cnc3ncnn3c2N2CCCN(C(=O)COCc3ccccc3)CC2)cc1OC
  2 | -3 | 2

# The listing, repeating the preview:
# Every second line gives: mcGAS lum | hcGAS inh | NPYLR7 ag
C1=CC2=CC=CC3c4nc5ccccc5nc4C(=C1)C23 (stereo not given)
  -5 | -6 | 2
CC1(C(=O)NCc2ccccc2CN2CCCC2=O)CCCCO1 (stereo not given)
  -19 | -3 | 1
COc1ccccc1C1SC(C)C(=O)N1CCN(C(=O)c1ccccc1Cl)C(C)C (stereo not given)
  -9 | -5 | -1
CCOc1ccc2ccccc2c1C(=O)N1CCC(c2ccccc2)CC1
  -3 | -7 | -1
COc1ccc(OC)c(-c2cnc(-c3ccc(CNC(=O)c4cccc(Cl)c4Cl)cc3)[nH]2)c1
  -6 | -3 | -6
CC(C)(C)NC(=O)COC(=O)Cc1c(F)cccc1Cl
  . | -8 | 3
COc1ccc(-c2cnc3ncnn3c2N2CCCN(C(=O)COCc3ccccc3)CC2)cc1OC
  2 | -3 | 2
Cc1c(C(=O)N(C)C2CCS(=O)(=O)C2)nnn1-c1ccc(F)cc1 (stereo not given)
  -7 | -5 | 5
Cc1cc(C(=O)Nc2cc(Cl)c(N)c(Cl)c2)cc(S(=O)(=O)N(C)C)c1C
  -17 | -7 | 4
NCC(=O)Nc1ccc(-n2nc(C(F)(F)F)cc2-c2ccc3c(ccc4ccccc43)c2)cc1
  -6 | -5 | -11
Cc1cccn2c(CNC(=O)c3cc(C4CC4)[nH]n3)cnc12
  -9 | -5 | -7
CC(C)COC(=O)N1C2CCC3(CC2)OC(=O)N(C)CC13 (stereo not given)
  -8 | -5 | 25
CCCCC(CC)C(=O)Nc1c(-c2ccccc2)nc2cc(C)ccn12 (stereo not given)
  0 | 1 | -5
C=CCN1C[C@H]2COc3ccccc3[C@H]2N(C(=O)c2cccs2)CCC1=O
  0 | 8 | 1
N#CCC(=O)Nc1sc2c(c1C(N)=O)CCCC2
  . | 4 | 0
CC1=C(C(=O)N2CCc3ccccc3C2)C(c2c(C)noc2C)NC(=O)N1 (stereo not given)
  -16 | -4 | 1
Cc1noc(C)c1CCC(=O)Nc1cc(-c2ccc(C(F)(F)F)cc2)no1
  . | -7 | 1
CSc1ccc(CN(C)C(C(=O)NC2CC2)c2ccc(F)cc2)cc1 (stereo not given)
  -17 | -5 | -3
C=C(NC(=O)C(=C)NC(=O)c1csc(C2=N[C@H]3c4csc(n4)[C@H]4NC(=O)c5csc(n5)[C@H]([C@@](C)(O)[C@@H](C)O)NC(=O)[C@H]5CSC(=N5)/C(=C\C)NC(=O)[C@H]([C@@H](C)O)NC(=O)c5csc(n5)[C@]3(CC2)NC(=O)[C@H](C)NC(=O)C(=C)NC(=O)[C@H](C)NC(=O)[C@H](C(C)CC)N[C@@H]2C=Cc3c([C@H](C)O)cc(nc3[C@H]2O)C(=O)O[C@@H]4C)n1)C(N)=O (stereo not given in full)
  . | -7 | -2
O=C(NC1CCN(Cc2ccccc2)C1)C1CC=CCC1C(=O)N1CCN(c2ccccn2)CC1 (stereo not given)
  . | -3 | -7
N[C@H]1CCOC[C@@H](O)C1
  -4 | -7 | 6
COc1ccc(CNC2CC(=O)N(c3ccc(F)cc3)C2=O)cc1 (stereo not given)
  -38 | -2 | 2
COc1cccc(-c2ccccc2CO)n1
  . | -3 | 4
O=C(CC1COCCN1)NCc1cn2ccccc2n1 (stereo not given)
  . | -1 | -6
Cc1cc(F)ccc1NC(=O)c1cc(=O)[nH]c2ccccc12
  . | 5 | -5
CCc1nc(C2CN(C(C)C(=O)Nc3cc(C)on3)CCO2)n[nH]1 (stereo not given)
  . | -7 | 1
Cc1cccc(N2CCN(CC(=O)N3CCCC(N(C)C)CC3)CC2)c1 (stereo not given)
  -10 | -6 | 1
C=CCNc1ccccc1C(=O)N(C)Cc1csc(C(C)C)n1
  -9 | -4 | 11
Cc1ccc(-c2nccn2C(C)c2nc(-c3ccccn3)no2)o1 (stereo not given)
  . | 1 | 1
CC1(C(=O)NS(=O)(=O)c2ccc(C#N)cc2)CCN1C(=O)C1(c2ccc(Cl)cc2)CCC1 (stereo not given)
  . | -11 | 2

# 4 records drawn at random from the list so far:
# Every second line gives: mcGAS lum | hcGAS inh | NPYLR7 ag
C1=CC2=CC=CC3c4nc5ccccc5nc4C(=C1)C23 (stereo not given)
  -5 | -6 | 2
N[C@H]1CCOC[C@@H](O)C1
  -4 | -7 | 6
O=C(NC1CCN(Cc2ccccc2)C1)C1CC=CCC1C(=O)N1CCN(c2ccccn2)CC1 (stereo not given)
  . | -3 | -7
COc1cccc(-c2ccccc2CO)n1
  . | -3 | 4

# Part of the list above with just hcGAS inh:
Molecule	hcGAS inh
C1=CC2=CC=CC3c4nc5ccccc5nc4C(=C1)C23 (stereo not given)	-6
CC1(C(=O)NCc2ccccc2CN2CCCC2=O)CCCCO1 (stereo not given)	-3
COc1ccccc1C1SC(C)C(=O)N1CCN(C(=O)c1ccccc1Cl)C(C)C (stereo not given)	-5
CCOc1ccc2ccccc2c1C(=O)N1CCC(c2ccccc2)CC1	-7

# Later entries
# Every second line gives: mcGAS lum | hcGAS inh | NPYLR7 ag
CN(CC(=O)NC(N)=O)c1ccc(Br)cc1F
  -2 | 1 | 5
Cc1nc(N2CCC(C(=O)NC(C)c3cccs3)CC2)nc2cc(S(C)(=O)=O)ccc12 (stereo not given)
  -9 | -3 | 23
CSCCC(NS(=O)(=O)c1cccs1)C(=O)O (stereo not given)
  . | 1&0 | 21&8
O=C(NCc1ccccn1)C1CN(c2cnc3ccccc3n2)CCN1 (stereo not given)
  -14 | -4 | -6
O=C(NCCn1nc(-c2ccco2)ccc1=O)NC1CCCCC1
  -9 | -4 | 12
O=C(Cc1ccc(Cl)cc1)NCCSc1ncc(-c2ccccc2)[nH]1
  -2 | -3 | 2
Oc1cc(-c2ccc(Cl)cn2)cc2c1OCCNC2
  -12 | -5 | 9
Cc1c(CS(C)(=O)=O)cccc1NCc1ccc(C#N)cc1F
  . | -3 | 6
CC(C)CCn1c(SCC(C)C)nc2c1c(=O)[nH]c(=O)n2C
  . | -11 | 15
Cc1ccc(NC(=O)CSc2ccc3nnc(-c4cccnc4)n3n2)cc1
  -6 | -3 | 1
Cc1cc(Br)ccc1NC(=O)CN(C)C(=O)C1CC(=O)N(Cc2ccccc2)C1 (stereo not given)
  -2 | 6 | -5
COC(CNc1nc(Nc2ccc(F)cc2)c2cnn(-c3ccccc3)c2n1)OC
  -9 | -5 | 1
COCCN(Cc1cccs1)C(=O)c1ccc2nc[nH]c2c1
  . | -4 | 3
OCc1cn(C2CCN(Cc3ccc4c5c(cccc35)CC4)CC2)nn1
  . | 5 | -2
CCCCc1ccc(-c2nc(C=Nc3nccs3)c(O)o2)cc1
  -5 | -4 | -6
CN(CC1CCCNC1)C(=O)c1cccc(NCc2cccs2)c1 (stereo not given)
  . | -2 | 1
CCS(=O)(=O)Oc1cccc(CN(Cc2ccco2)C(=O)Nc2ccc(Cl)cc2)c1
  -5 | -12 | -14
CC(C)C(=O)NCCNC(=O)COc1ccc(Cl)cc1Cl
  -7 | -7 | 3
COc1ccc(OC)c(S(=O)(=O)NC(=O)C2(C)CCN2C(=O)C2(c3ccccc3)CC2)c1 (stereo not given)
  . | -4 | 4
Cc1cnc(C(=O)NC(C)c2ccc(Cl)c(Cl)c2)cn1 (stereo not given)
  -4 | -4 | 8
CC1CCN([C@@H]2[C@H](O)[C@H](CO)O[C@@H]2CN)CC1
  -6 | -3 | -7
CNC(=O)c1ccc(S(=O)(=O)N(Cc2ccc(C)o2)C(C)C)cc1
  . | -7 | -4
Cc1nnc(C2CCCN(C(=O)CC(C)(C)C)C2)s1 (stereo not given)
  -3 | -4 | 1
COc1ccc(-c2ccc(=O)n(CCNC(=O)c3ccc(C(C)(C)C)cc3)n2)cc1
  -6 | -7 | 2
CC1(C(=O)NS(=O)(=O)c2cccc(F)c2)CCN1C(=O)CC(c1ccccc1)c1ccccc1 (stereo not given)
  . | 14 | 3
CC(C)c1nnc(NC(=O)c2ccc(-n3cccn3)c(F)c2)s1
  -12 | 0 | 8
COc1ccc(/C=C2\N=C(c3ccc4c(c3)OCO4)OC2=O)cc1OC
  -6 | -6 | 0
Cc1c(C)c2cc(CN3CCN(C)CC3)c(O)c(C)c2oc1=O
  -1 | 2 | -3
Cc1ccc([N+](=O)[O-])cc1N=Cc1nc(-c2ccccc2F)oc1O
  . | 19 | -4
C(=N/n1cnnc1)/c1cccc(OCc2cccc3ccccc23)c1
  -7 | -6 | -5
CC(C(=O)N1CCCC(C(N)=O)C1)N1CCCC(c2ccncn2)C1 (stereo not given)
  . | -13 | 0
Cc1cc(C(=O)N2C[C@H](O)[C@H]3C[C@@H]2CC[C@@H]3O)n(C)n1
  -6 | -2 | 23
N#CCCN(CCC#N)C(=S)NC(=O)c1ccco1
  -6 | 5&-7 | -9&3
O=C(Cc1csc(SCC(=O)c2ccccc2)n1)NCC1CCCCC1
  -6 | -6 | .
CC1(Cc2ccc(Cl)s2)C(=O)Nc2c(Cl)ccc(Cl)c21 (stereo not given)
  -3 | -1 | 2
CC1(CCc2ccc(O)cc2)NC(=O)c2ccccc2N1 (stereo not given)
  -15 | -7 | 18
COc1ccc(-n2cc(CN[C@@H](CC(C)C)C(N)=O)c(-c3ccccc3Cl)n2)cc1
  -12 | -6 | 18
Cc1ccc(-c2nc3ccccn3c2NC(=O)CCC2CCCC2)cc1
  -9 | -11 | -3
COc1cc(CN2CCN(C3CCCCC3)C(CCO)C2)cc(Cl)c1O (stereo not given)
  . | 3&-7 | -2&3
CCCn1nc(C)c(CNc2nc(CCN)nc3ccccc23)c1C
  -15 | -3 | 9
O=C(NC(c1ccccc1)c1ccc2ccccc2n1)C1CCN(CCOc2ccccc2)CC1 (stereo not given)
  -3 | -7 | 13
COc1cc(C(=O)N2CCCN(C)C3(CCN(C)CC3)C2)nc(OC)n1
  -15 | -6 | 8
O=C(c1cccs1)N(Cc1nccn1Cc1ccccc1Cl)CC1CC1
  -5 | 1 | 8
COc1ccc(-n2c(SCc3ccc(C(=O)N4CCN(c5ccccc5F)CC4)cc3)nnc2-c2ccc([N+](=O)[O-])cc2)cc1
  -5 | -3 | 23
COc1c(C(=O)Nc2ccc(Cl)c(C#N)c2)c(C)nn1C
  . | 12 | 12
CCOc1ccc(Cc2nnc(Nc3cccc(C)c3)[nH]c2=O)cc1
  . | -6 | 10
COc1cc(OC)cc(C(=O)Nc2ccc(OC3CCN(C(=O)OC(C)(C)C)C3)cc2)c1 (stereo not given)
  -5 | -5 | 5
CCCCn1c(C(=O)Nc2ccc(OC)cc2OC)cc2c(=O)n(C)c(=O)n(C)c21
  -10 | -7 | -3
COc1cccc(C(=O)Nc2ccc(N3CCC(Cc4ccccc4)CC3)c(C(=O)NCCN3CCOCC3)c2)c1
  -2 | 1 | 7
O=C(NC(Sc1ncccn1)C(=O)c1ccccc1)c1ccccc1 (stereo not given)
  . | -4 | -15
CNC(=O)NC(=O)CCSC(C)c1nc(-c2ccc(C)c(F)c2)no1 (stereo not given)
  -16 | -11 | 13
N#Cc1cc2c(=O)n3ccccc3nc2n(Cc2ccco2)c1=NC(=O)c1ccc(Cl)cc1
  -7 | -8 | 2
COc1ccc(-c2oc3ccccc3c(=O)c2O)cc1OC
  . | -4 | -4
CNC(=O)COc1ccc(-c2cccc(-n3cccn3)c2)cc1
  . | -2 | 4
Cc1cc(C(=O)N2CCN(C(C)C)CC2)c2cccc(C)c2n1
  -8 | -5 | 1
CCN(Cc1ccccc1)C(=O)COC(=O)c1cccc(O)c1
  . | -3 | 6
COc1cc2c(cc1/C=C/C(=O)N1CCc3ccccc31)OC(C)C2 (stereo not given)
  . | -3 | -4
COc1ccc(C=CC(=O)N(C)C(C)c2nc3ccccc3s2)cc1 (stereo not given)
  -9 | -2 | 6
CC(NC(=O)CCc1c[nH]c2ccccc12)c1cn2ncsc2n1 (stereo not given)
  -9 | -1 | -5
COCC1CCCN(C(=O)c2ccc(-c3cc4ccccc4nc3OC)nc2)C1 (stereo not given)
  -18 | -4 | 6

# More entries follow:
# Every second line gives: mcGAS lum | hcGAS inh | NPYLR7 ag
COCCNc1cc(C)nc2c(-c3ccccc3Cl)c(C)nn12
  -4 | 3 | 0
O=C(Cc1ccccc1)N1CCC(Cc2ccc(-c3ccccc3)cc2)CC1
  -3 | -1 | 7
CCO[C@H]1COC[C@@H]1NC1CCN(Cc2ccccn2)CC1
  . | -6 | 12
CC1(C)O[C@@H]2C[C@@](OCc3ccccc3)(C(=O)NCC3CCCO3)CC(OCc3cccc(F)c3F)[C@@H]2O1 (stereo not given in full)
  1 | -5 | 6
COc1ccccc1Oc1cc(N2CCN(c3ccccc3)CC2)ncn1
  -5 | -6 | 10
Cc1c(C(=O)Nc2c(N)nc(SCc3cccc(Cl)c3)[nH]c2=O)cccc1[N+](=O)[O-]
  -5 | 0 | -1

# Screening results (PubChem BioAssay)
